HKDC1 inh: HKDC1 (human) hexokinase inhibition; recombinant HKDC1, G6PDH/diaphorase resazurin coupled fluorescence; inhibition, % at 20 µM; 340,000 compounds, 0.16% hits; Q2TB90; AID 493160;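 active means inhibition above about 35% when tested at 20 µM, limit read from the data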;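 further: plate controls were DMSO wells with enzyme for no effect and DMSO wells lacking enzyme for full effect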
Target sequence (Q2TB90 whole entry, looked up): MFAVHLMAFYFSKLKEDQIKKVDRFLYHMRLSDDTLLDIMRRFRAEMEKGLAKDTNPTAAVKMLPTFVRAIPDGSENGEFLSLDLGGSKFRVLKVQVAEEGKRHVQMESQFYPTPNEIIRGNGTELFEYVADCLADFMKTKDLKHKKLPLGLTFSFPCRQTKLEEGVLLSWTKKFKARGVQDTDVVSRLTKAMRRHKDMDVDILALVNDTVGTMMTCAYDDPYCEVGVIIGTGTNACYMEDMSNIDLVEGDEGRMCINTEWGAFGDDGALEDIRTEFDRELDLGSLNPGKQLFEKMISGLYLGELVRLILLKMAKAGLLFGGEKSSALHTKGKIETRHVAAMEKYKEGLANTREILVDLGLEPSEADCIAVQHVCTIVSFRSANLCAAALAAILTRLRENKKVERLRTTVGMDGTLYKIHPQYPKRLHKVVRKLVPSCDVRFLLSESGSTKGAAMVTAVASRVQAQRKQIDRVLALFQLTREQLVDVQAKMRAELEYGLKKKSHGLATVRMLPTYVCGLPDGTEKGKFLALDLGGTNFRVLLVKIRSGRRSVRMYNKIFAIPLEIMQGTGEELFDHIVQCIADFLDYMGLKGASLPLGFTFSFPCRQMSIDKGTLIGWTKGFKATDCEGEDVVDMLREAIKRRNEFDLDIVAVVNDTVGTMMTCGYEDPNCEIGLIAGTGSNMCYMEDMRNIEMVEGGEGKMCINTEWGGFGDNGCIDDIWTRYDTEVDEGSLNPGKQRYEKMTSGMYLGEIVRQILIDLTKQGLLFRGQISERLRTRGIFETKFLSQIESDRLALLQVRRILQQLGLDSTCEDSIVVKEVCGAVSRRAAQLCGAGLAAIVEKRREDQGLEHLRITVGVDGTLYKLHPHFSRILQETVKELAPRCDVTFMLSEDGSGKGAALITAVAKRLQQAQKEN
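System: Recombinant HKDC1 hexokinase | Amount: HKDC1 at 5 µg/mL | Reagent: Glucose with 1 mM ATP | Doses: Single 20 µM dose | Incubation: Reaction time 90 min, room temperature, protected from light | Signal: Coupled resazurin fluorescence, excitation 525 nm, emission 613 nm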
hIAP block: human IAP inhibition. P09923. purified IAP, CDP-Star luminescence, 30 min. inhibition, % at 10 µM. 330,000 compounds, 0.12% hits;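 active means inhibition reaching a set limit with compound at 10 µM in the primary screen, cut at about 35% in these data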;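 further: plate controls were DMSO wells with enzyme for no effect and no-enzyme buffer wells for full effect; values of inactives mirror those of a sister screen read the other way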
ATG4B inh: inhibitors of human ATG4B cysteine protease; Q9Y4P1; ATG4B cleavage of LC3-PLA2, NBD-HPC fluorescence, 1 h; inhibition, % at 8.33 µM; 340,000 compounds, 0.51% hits; in the data active means inhibition above about 40%
hIAP act: human IAP activation. P09923. purified human IAP, CDP-Star luminescence, 30 min; active compounds read high; 1 = vehicle-only enzyme, 0 = enzyme-free background. activation factor at 10 µM. 330,000 compounds, 0.16% hits. AID 2524;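 active means activation factor of the enzyme at least 2-fold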; further: the source names both 10 and 20 µM as test concentration; values of inactives mirror those of a sister screen read the other way
PfG6PD inh: PfG6PD (Plasmodium falciparum) enzyme inhibition. PfGluPho enzyme, NADPH resazurin-diaphorase fluorescence. inhibition, % at 20 µM. 350,000 compounds, 0.78% hits. AID 504690;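 active means inhibition reaching at least a set limit at 20 µM in the primary screen, cut at about 59% in these data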;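 further: 0% = DMSO wells with substrate and 100% = DMSO wells lacking glucose-6-phosphate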
mIAP inh: blocks mouse intestinal alkaline phosphatase. AID 2806. purified mouse IAP, CDP-Star luminescence, 30 min. inhibition, % at 10 µM. 330,000 compounds, 0.2% hits;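 active means inhibition of at least 40% at 10 µM in the primary screen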;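 further: plate controls were DMSO with enzyme for no effect and no enzyme wells for full effect; values of inactives mirror those of a sister screen read the other way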
APOBEC3A inh: inhibitors of human APOBEC3A DNA deaminase | P31941 | recombinant A3A, FAM/TAMRA ssDNA deamination fluorescence | inhibition, % at 20 µM | 330,000 compounds, 0.41% hits;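 active means at least 40% inhibition at 20 µM here, with at most 30% in a related deaminase screen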;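 further: plate controls were A3A with DMSO for no effect and wells lacking A3A enzyme for full effect; some results filed as inactive read as strong as hits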
Target sequence (P31941 whole entry, looked up): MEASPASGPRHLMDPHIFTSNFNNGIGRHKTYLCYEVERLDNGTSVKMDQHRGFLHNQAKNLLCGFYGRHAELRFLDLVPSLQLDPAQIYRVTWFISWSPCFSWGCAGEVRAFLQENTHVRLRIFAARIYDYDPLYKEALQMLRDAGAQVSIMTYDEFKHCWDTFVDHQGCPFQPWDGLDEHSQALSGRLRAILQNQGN
mIAP act: increases mouse intestinal alkaline phosphatase activity | muIAP, CDP-Star luminescence, 30 min; active compounds read high; 1 = vehicle-only enzyme signal, 0 = enzyme-free wells | activation factor at 10 µM | 330,000 compounds, 0.24% hits | AID 2805;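 active means activation factor of at least 2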; further: the source names both 10 and 20 µM as test concentration; values of inactives mirror those of a sister screen read the other way
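also added = chemiluminescent substrate CDP-Star | test system = mouse IAP enzyme | signal = chemiluminescence readout | compound = DMSO-dissolved test compounds | incubation = 30 min at room temperature | benchmarks = DMSO wells, no-enzyme wells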
The depositor's hits bear a star.

What do the screens show for `CCOC(=O)N1CCN(C(c2ccc(C(C)C)cc2)c2sc3nc(C)nn3c2O)CC1` (stereo not given)?
HKDC1 inh: -4.5; hIAP block: -13.8; ATG4B inh: -21.7; hIAP act: 1.14; PfG6PD inh: 1.2; mIAP inh: 0.8; APOBEC3A inh: -4.1; mIAP act: 0.992

How did CCOc1ccc(NC(=O)Cn2nnc(-c3ccccc3NC(=O)CC)n2)cc1 do in these assays?
HKDC1 inh: 1.9; hIAP block: -0.8; ATG4B inh: -8.7; hIAP act: 1.01; PfG6PD inh: -4.6; mIAP inh: -12.0; APOBEC3A inh: -1.9; mIAP act: 1.12

Results for Cn1nc(-c2ccc(C(=O)NC3CCCCC3)cc2)c2ccccc2c1=O ?
HKDC1 inh: 1.7; hIAP block: 2.6; ATG4B inh: 3.6; hIAP act: 0.974; PfG6PD inh: -14.4; mIAP inh: -1.5; APOBEC3A inh: 1.2; mIAP act: 1.01

How did O=C(Nc1ccc(-c2csc(Nc3ccccc3)n2)cc1)c1cccc(C(F)(F)F)c1 do in these assays?
HKDC1 inh: 3.2; hIAP block: 14.5; ATG4B inh: -3.7; hIAP act: 0.855; PfG6PD inh: 15.1; mIAP inh: 5.6; APOBEC3A inh: -7.5; mIAP act: 0.944

Results for COc1cc(C2NC(=O)CCC2[N+](=O)[O-])cc(OC)c1OC (stereo not given) ?
HKDC1 inh: -5.0; hIAP block: -26.4; ATG4B inh: -6.1; hIAP act: 1.26; PfG6PD inh: -8.1; mIAP inh: 1.9; APOBEC3A inh: 1.7; mIAP act: 0.981

How did CSc1ccccc1NC(=O)CN(c1ccccc1Br)S(C)(=O)=O do in these assays?
HKDC1 inh: -3.7; hIAP block: 10.9; ATG4B inh: -2.0; hIAP act: 0.891; PfG6PD inh: -5.4; mIAP inh: -0.5; APOBEC3A inh: -3.9; mIAP act: 1

Results for Cc1cc(S(=O)(=O)NCc2ccco2)c(C)cc1Cl ?
HKDC1 inh: 5.8; hIAP block: -14.4; ATG4B inh: 0.9; hIAP act: 1.14; PfG6PD inh: 7.4; mIAP inh: -3.4; APOBEC3A inh: -1.8; mIAP act: 1.03

What do the screens show for `O=C(Cc1coc2ccc3ccccc3c12)NC1CCCc2ccccc21` (stereo not given)?
HKDC1 inh: 12.4; hIAP block: -3.7; ATG4B inh: 6.6; hIAP act: 1.04; PfG6PD inh: 4.4; mIAP inh: -36.4; APOBEC3A inh: 2.1; mIAP act: 1.36

Results for CC(C)(C)c1ccc(C2(C)NC(=O)N(CC(=O)NCc3cccs3)C2=O)cc1 (stereo not given) ?
HKDC1 inh: -3.2; hIAP block: 6.4; ATG4B inh: -0.9; hIAP act: 0.936; PfG6PD inh: 24.4; mIAP inh: 1.1; APOBEC3A inh: -3.2; mIAP act: 0.989

Results for COCCNC(=O)CN(C(=O)CCC(=O)Nc1ccccn1)c1ccc(C)cc1 ?
HKDC1 inh: -7.3; hIAP block: -8.5; ATG4B inh: -2.1; hIAP act: 1.08; PfG6PD inh: -8.0; mIAP inh: 7.3; APOBEC3A inh: -3.7; mIAP act: 0.927

Results for O=C(COc1ccccc1Br)N1CCN(C(=O)c2ccco2)CC1 ?
HKDC1 inh: 2.6; hIAP block: -0.1; ATG4B inh: -1.9; hIAP act: 1; PfG6PD inh: -4.2; mIAP inh: -0.1; APOBEC3A inh: 1.4; mIAP act: 1

What do the screens show for `CCN(CC)C(=O)/C=C/c1ccc(OC)c(S(=O)(=O)N2CCCCC2)c1`?
HKDC1 inh: -12.6; hIAP block: 6.4; ATG4B inh: -12.3; hIAP act: 0.936; PfG6PD inh: 21.6; mIAP inh: 7.4; APOBEC3A inh: 1.6; mIAP act: 0.926

Results for CCCc1nnc(NC(=O)CN2C(=O)C3C4C=CC(C4)C3C2=O)s1 (stereo not given) ?
HKDC1 inh: 0.6; hIAP block: 6.6; ATG4B inh: -17.2; hIAP act: 0.934; PfG6PD inh: -0.4; mIAP inh: 4.3; APOBEC3A inh: -4.8; mIAP act: 0.957

How did CCc1nc(SCC(=O)Nc2ccc(OC)cc2[N+](=O)[O-])n[nH]1 do in these assays?
HKDC1 inh: -2.5; hIAP block: -2.4; ATG4B inh: -4.4; hIAP act: 1.02; PfG6PD inh: -9.3; mIAP inh: 8.1; APOBEC3A inh: 4.2; mIAP act: 0.919

How did O=C(N/N=C/c1ccccc1)c1cc(-c2ccc3c(c2)OCO3)n[nH]1 do in these assays?
HKDC1 inh: -4.6; hIAP block: 6.1; ATG4B inh: -10.8; hIAP act: 0.939; PfG6PD inh: -4.9; mIAP inh: 13.1; APOBEC3A inh: 1.7; mIAP act: 0.869

Results for Cc1cc(C)c(C#N)c(N2CCOCC2)n1 ?
HKDC1 inh: -4.5; hIAP block: -19.5; ATG4B inh: -1.5; hIAP act: 1.2; PfG6PD inh: 4.6; mIAP inh: 3.5; APOBEC3A inh: -1.6; mIAP act: 0.965

What do the screens show for `CC(C)c1ccc(OCC(=O)NNC(=O)c2cnccn2)cc1`?
HKDC1 inh: -8.0; hIAP block: -6.3; ATG4B inh: -7.7; hIAP act: 1.06; PfG6PD inh: 2.1; mIAP inh: 15.0; APOBEC3A inh: 2.2; mIAP act: 0.85

Results for O=[N+]([O-])c1ccc(N(CCO)Cc2ccccc2)c([N+](=O)[O-])c1 ?
HKDC1 inh: 6.8; hIAP block: 6.9; ATG4B inh: -7.0; hIAP act: 0.931; PfG6PD inh: 20.1; mIAP inh: 5.6; APOBEC3A inh: -6.7; mIAP act: 0.944

What do the screens show for `Cc1sc2nc(CN3CCCC3)nc(N3CCN(S(=O)(=O)c4cccs4)CC3)c2c1C`?
HKDC1 inh: -3.4; hIAP block: -11.8; ATG4B inh: 24.8; hIAP act: 1.12; PfG6PD inh: -5.6; mIAP inh: 0.2; APOBEC3A inh: 3.8; mIAP act: 0.998

How did O=C(NCCc1ccccc1)C1CCC(CNS(=O)(=O)c2cccc3cccnc23)CC1 (stereo not given) do in these assays?
HKDC1 inh: -4.0; hIAP block: 11.2; ATG4B inh: -4.7; hIAP act: 0.888; PfG6PD inh: -15.5; mIAP inh: 6.4; APOBEC3A inh: 2.7; mIAP act: 0.936

What do the screens show for `CCC(=O)N1CCc2cc(S(=O)(=O)NCCN3CCCCC3CC)ccc21` (stereo not given)?
HKDC1 inh: -0.9; hIAP block: 8.2; ATG4B inh: 0.4; hIAP act: 0.918; PfG6PD inh: -15.4; mIAP inh: 4.5; APOBEC3A inh: -1.0; mIAP act: 0.955

How did COC(=O)c1ccc(NC(=S)NNC(=O)CC(C)C)cc1 do in these assays?
HKDC1 inh: -11.3; hIAP block: -15.2; ATG4B inh: -6.1; hIAP act: 1.15; PfG6PD inh: -0.9; mIAP inh: 3.2; APOBEC3A inh: 3.0; mIAP act: 0.968

What do the screens show for `CCCNC(=O)N1CCC(c2nc3ccccc3s2)CC1`?
HKDC1 inh: -3.6; hIAP block: 0.8; ATG4B inh: -5.5; hIAP act: 0.992; PfG6PD inh: 2.3; mIAP inh: 5.6; APOBEC3A inh: -4.7; mIAP act: 0.944

Results for Cc1c(Cl)cccc1NC(=S)N1CCN(c2ccc([N+](=O)[O-])cn2)CC1 ?
HKDC1 inh: 0.1; hIAP block: 7.2; ATG4B inh: -3.4; hIAP act: 0.928; PfG6PD inh: -5.0; mIAP inh: 11.8; APOBEC3A inh: -3.9; mIAP act: 0.882

Results for COc1ccc(NC(=O)CSc2nncc3ccccc23)cc1 ?
HKDC1 inh: 16.1; hIAP block: -0.8; ATG4B inh: -5.3; hIAP act: 1.01; PfG6PD inh: -17.8; mIAP inh: -7.0; APOBEC3A inh: -1.6; mIAP act: 1.07

What do the screens show for `C[N+]1(CC(O)c2ccccc2)CCCCCC1` (stereo not given)?
HKDC1 inh: -2.0; hIAP block: 9.4; ATG4B inh: -1.6; hIAP act: 0.906; PfG6PD inh: -2.1; mIAP inh: 3.4; APOBEC3A inh: 69.4*; mIAP act: 0.966

Results for CC1CN=C(N(C(=O)Nc2ccccc2)C(C)c2ccccc2)S1 (stereo not given) ?
HKDC1 inh: -2.5; hIAP block: -6.5; ATG4B inh: -11.0; hIAP act: 1.06; PfG6PD inh: 6.3; mIAP inh: 4.3; APOBEC3A inh: -1.7; mIAP act: 0.957

Results for CC(C)Nc1nc2nonc2nc1Nc1ccccc1 ?
HKDC1 inh: -2.4; hIAP block: -7.4; ATG4B inh: -13.0; hIAP act: 1.07; PfG6PD inh: -8.0; mIAP inh: 9.7; APOBEC3A inh: -1.5; mIAP act: 0.903

Results for O=[N+]([O-])c1ccc(/C=N/Nc2nc(N3CCCCCC3)nc(N3CCCCCC3)n2)o1 ?
HKDC1 inh: 7.9; hIAP block: 5.3; ATG4B inh: 22.4; hIAP act: 0.947; PfG6PD inh: -1.6; mIAP inh: 27.5; APOBEC3A inh: 10.7; mIAP act: 0.725

What do the screens show for `Cn1cc(CN2CC3C[C@@H]4CC2C[C@H](C3)C4)c(-c2ccc3c(c2)OCCO3)n1`?
HKDC1 inh: 6.7; hIAP block: -3.2; ATG4B inh: -1.7; hIAP act: 1.03; PfG6PD inh: -17.1; mIAP inh: -17.0; APOBEC3A inh: 17.5; mIAP act: 1.17

How did COC(=O)c1cc(-c2cccc([N+](=O)[O-])c2)c2c(=O)n(C)c(=O)n(C)c2n1 do in these assays?
HKDC1 inh: 0.5; hIAP block: 9.4; ATG4B inh: -1.9; hIAP act: 0.906; PfG6PD inh: 5.7; mIAP inh: -1.1; APOBEC3A inh: -1.0; mIAP act: 1.01

How did O=C(CN1C(=O)c2ccccc2S1(=O)=O)Nc1cc(S(=O)(=O)N2CCCCC2)ccc1Cl do in these assays?
HKDC1 inh: 6.0; hIAP block: -36.3; ATG4B inh: -10.0; hIAP act: 1.36; PfG6PD inh: -2.9; mIAP inh: 5.6; APOBEC3A inh: 0.7; mIAP act: 0.944

How did O=C(Nc1ccc(N2CCN(C(=O)c3ccccc3F)CC2)cc1)c1cncc(Br)c1 do in these assays?
HKDC1 inh: 0.9; hIAP block: -7.7; ATG4B inh: -7.4; hIAP act: 1.08; PfG6PD inh: 12.5; mIAP inh: 5.3; APOBEC3A inh: 3.3; mIAP act: 0.947

What do the screens show for `C=C[C@@H]1c2cccc(C)c2N(S(=O)(=O)c2ccc(C)cc2)[C@H](c2ccc(OC(C)=O)cc2)C1(C#N)C#N`?
HKDC1 inh: 8.0; hIAP block: 12.6; ATG4B inh: 2.6; hIAP act: 0.874; PfG6PD inh: 7.8; mIAP inh: 6.4; APOBEC3A inh: -1.4; mIAP act: 0.936

What do the screens show for `NC(=S)NNC(=O)c1ccccc1Cl`?
HKDC1 inh: -1.7; hIAP block: -40.6; ATG4B inh: -0.4; hIAP act: 1.41; PfG6PD inh: -8.2; mIAP inh: 22.2; APOBEC3A inh: -1.9; mIAP act: 0.778

What do the screens show for `c1cnn(Cc2cnc(N3CCOCC3)s2)c1`?
HKDC1 inh: 0.0; hIAP block: -7.2; ATG4B inh: -5.2; hIAP act: 1.07; PfG6PD inh: -2.1; mIAP inh: -14.0; APOBEC3A inh: -4.4; mIAP act: 1.14

Structures above containing fluorine (two):
How did O=C(Nc1ccc(-c2csc(Nc3ccccc3)n2)cc1)c1cccc(C(F)(F)F)c1 do in these assays?
HKDC1 inh: 3.2; hIAP block: 14.5; ATG4B inh: -3.7; hIAP act: 0.855; PfG6PD inh: 15.1; mIAP inh: 5.6; APOBEC3A inh: -7.5; mIAP act: 0.944

How did O=C(Nc1ccc(N2CCN(C(=O)c3ccccc3F)CC2)cc1)c1cncc(Br)c1 do in these assays?
HKDC1 inh: 0.9; hIAP block: -7.7; ATG4B inh: -7.4; hIAP act: 1.08; PfG6PD inh: 12.5; mIAP inh: 5.3; APOBEC3A inh: 3.3; mIAP act: 0.947
